High-throughput results (PubChem BioAssay)
APJ ag: agonists of human APJ apelin receptor. P35414. CHO-K1 APJ PathHunter beta-arrestin, luminescence; 0% DMSO wells, 100% apelin. activation, % at 20 µM. actives 0.11% (n = 330,000). AID 2520;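 active = activation more than six SD over the plate average, tested at 20 µM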;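 also: 0% = DMSO alone and 100% = apelin-13 at 10 nM; some results filed as inactive read as strong as hits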
Target sequence (P35414 whole entry, looked up): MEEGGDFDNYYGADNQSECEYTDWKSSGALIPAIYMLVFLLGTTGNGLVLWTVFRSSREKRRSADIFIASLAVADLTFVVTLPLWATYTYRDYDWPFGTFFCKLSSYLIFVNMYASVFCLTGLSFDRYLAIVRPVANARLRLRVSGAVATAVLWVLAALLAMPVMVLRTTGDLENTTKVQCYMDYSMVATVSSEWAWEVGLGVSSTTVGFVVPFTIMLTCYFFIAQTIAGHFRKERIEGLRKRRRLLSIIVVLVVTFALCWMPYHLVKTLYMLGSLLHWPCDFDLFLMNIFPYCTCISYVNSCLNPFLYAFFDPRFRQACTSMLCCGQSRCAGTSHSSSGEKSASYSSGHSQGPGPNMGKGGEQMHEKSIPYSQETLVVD
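assay system = CHO-K1 APJ beta-arrestin complementation cell line | input = cell density 1000 per well | dosing = compound 20 µM once, DMSO 1% | timing = compound 90 min 25 °C, reagent 1 h | measured by = luminescence from split beta-galactosidase complementation, Galacton Star/Emerald II substrate | read-out basis = APJ agonist activity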
GRIN3A LBD mod: NR3A (human) ligand-binding domain modulation. Tm shift relative to glycine control, % at 25 µM. actives 2.5% (n = 340,000). AID 1259313. NR3A LBD differential scanning fluorimetry, Tm shift; 0% = protein alone, 100% = glycine-bound protein;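 active = melting temperature shift of at least 10% of the positive control shift, at one fixed dose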
TIM10 inh: TIM10 yeast growth inhibition; S. cerevisiae TIM10 strain growth, BacTiter-Glo luminescence, 24 h; inhibition, % at 10 µM; actives 1.4% (n = 330,000);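 active = inhibition of 40% or more at the single tested concentration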;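 also: wild-type TIM10 isogenic control strain grown at permissive 25 °C; 0% = DMSO yeast wells and 100% = minimal medium wells without yeast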
tim23-1 inh: inhibits growth of tim23-1 mutant yeast | S. cerevisiae tim23-1 growth, BacTiter-Glo luminescence, 24 h | actives 1.3% (n = 330,000) | AID 463212 | inhibition, % at 20 µM;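 active = growth inhibition of the mutant yeast at or above 50%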;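 also: temperature-sensitive mutant grown at 25 °C; plate controls were DMSO-treated mutant yeast for no effect and medium wells lacking yeast for full effect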
NALP3 yeast inh: blocks the NALP3 inflammasome reconstituted in yeast | Yeast reconstituted NLRP3/ASC/caspase-1, beta-gal luminescence, 24 h | inhibition, % at 10 µM | actives 0.39% (n = 330,000) | AID 2825;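 active = inhibition of 50% or more; inactive = inhibition below 50%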;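 also: plate controls were induced DMSO wells for no effect and uninduced yeast grown without galactose for full effect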
Mdm2 MdmX PPI: inhibitors of human Mdm2/MdmX interaction | O15151+Q00987 | SaOS-2 split-luciferase Mdm2/MdmX complementation, luminescence | inhibition, % at 8 µM | actives 3% (n = 330,000) | AID 485346;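 active = inhibition of at least 50% at 8 µM in the primary screen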
tim10-1 inh: inhibits growth of tim10-1 mutant yeast; actives 2.2% (n = 330,000); AID 463190; inhibition, % at 20 µM; S. cerevisiae tim10-1 ts strain growth, BacTiter-Glo, 24 h;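 active = inhibition of at least 40%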;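 also: mutant grown at 25 °C; 0% = DMSO wells with yeast and 100% = wells holding no yeast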
CHOP UPR activ: activators of apoptotic arm of unfolded protein response (CHOP) | CHO-CHOP luciferase reporter, UPR activation, luminescence; percent of tunicamycin response over DMSO baseline | activation, % at 10 µM | actives 0.34% (n = 330,000);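 active = at 10 µM dose, activation of 40% or more, normalized to positive control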;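 also: 100% = tunicamycin at 10 µg/mL and 0% = DMSO alone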
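System: CHO CHOP reporter cells. Amount: 500 cells per well. Buffer or medium: F12 medium, 10% FBS. Compound dosing: one dose, 10 µM in 0.5% DMSO. Incubation: 6 h compound exposure at 37 °C after overnight seeding. Technique: Steady-Glo luciferase luminescence. Benchmarks: tunicamycin and DMSO controls.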
XBP1 UPR activ: adaptive UPR (XBP1) activation | CHO-XBP1 luciferase reporter, IRE1-XBP1 UPR activation, luminescence; percent of tunicamycin response, DMSO as zero | activation, % at 20 µM | actives 0.33% (n = 330,000);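 active = versus positive control, 20 µM dose yields 30% or more activation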;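 also: 100% = tunicamycin at 10 µg/mL and 0% = DMSO only wells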
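Test system: CHO-XBP1 luciferase reporter cells | Buffer or medium: Serum-containing F12 medium, 10% FBS | Schedule: 6 h compound exposure at 37 °C, 5% CO2 | Detection: Steady-Glo luciferase glow luminescence, 10 min after reagent addition | Read-out basis: Activation, % of tunicamycin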
* marks the source's active call; other numbers are inactive results.

item	SMILES	APJ ag	GRIN3A LBD mod	TIM10 inh	tim23-1 inh	NALP3 yeast inh	Mdm2 MdmX PPI	tim10-1 inh	CHOP UPR activ	XBP1 UPR activ
1	O=C(O)c1nccnc1C(=O)Nc1ccccc1-c1ccccc1	0	-1	-1	14	8	-24	-2	-1.4	0
2	O=C(Cc1ccc(Cl)cc1)N1CCc2ccccc2C1	-2	1	5	13	53*	-12	12	11	10
3	COc1ccc(-c2csc(NC(C)c3nc4cc(Cl)c(N5CCCCC5)cc4n3CCCO)n2)cc1 (stereo not given)	0	-1	-42	29	20	37	8	0.8	1
4	C/C(=C\C(=O)c1ccc(Cl)cc1)NCc1ccc2c(c1)OCO2	-3	-3	-17	-6	25	16	-28	-2.3	-3
5	Cc1ccc(NC(=O)c2cccnc2)cc1S(=O)(=O)N1CCOCC1	-2	1	0	18	36	6	3	1.4	-1
6	CC(C)NC(=O)c1ccc(Cl)cc1Cl	-4	0	-6	1	-6	20	4	-0.5	0
7	N=C(c1ccc([N+](=O)[O-])cc1)N1CCCCC1	-2	0	10	-5	-12	33	8	1.3	1
8	CCOC(=O)N/N=C/c1cn(Cc2ccccc2Cl)c2ccccc12	-2	-14	22	17	2	31	13	1.2	1
9	CCOc1ccc(C(=O)CCC(=O)NC(C)C(=O)OC)cc1 (stereo not given)	0	0	1	4	11	29	-2	-0.8	0
10	CC(=O)Nc1ccc(S(=O)(=O)N(C)CC(=O)OCC(=O)Nc2cc(C)on2)cc1	-2	4	16	7	8	-1	4	0.4	-1
11	O=[N+]([O-])c1cccc(S(=O)(=O)NCC2CCCO2)c1 (stereo not given)	1	1	8	14	13	4	9	-0.9	0
12	CN1C(=O)C(C)(C)c2cc(S(=O)(=O)N3CCN(c4cccc(Cl)c4)CC3)ccc21	-2	0	7	17	-4	19	23	-3.1	-4

In a second layout: entries from further up.
Value order – APJ ag | GRIN3A LBD mod | TIM10 inh | tim23-1 inh | NALP3 yeast inh | Mdm2 MdmX PPI | tim10-1 inh | CHOP UPR activ | XBP1 UPR activ
11	O=[N+]([O-])c1cccc(S(=O)(=O)NCC2CCCO2)c1 (stereo not given)
 : 1 | 1 | 8 | 14 | 13 | 4 | 9 | -0.9 | 0
12	CN1C(=O)C(C)(C)c2cc(S(=O)(=O)N3CCN(c4cccc(Cl)c4)CC3)ccc21
 : -2 | 0 | 7 | 17 | -4 | 19 | 23 | -3.1 | -4

Back to the main list, repeating the 2 entries before the break.
item	SMILES	APJ ag	GRIN3A LBD mod	TIM10 inh	tim23-1 inh	NALP3 yeast inh	Mdm2 MdmX PPI	tim10-1 inh	CHOP UPR activ	XBP1 UPR activ
11	O=[N+]([O-])c1cccc(S(=O)(=O)NCC2CCCO2)c1 (stereo not given)	1	1	8	14	13	4	9	-0.9	0
12	CN1C(=O)C(C)(C)c2cc(S(=O)(=O)N3CCN(c4cccc(Cl)c4)CC3)ccc21	-2	0	7	17	-4	19	23	-3.1	-4
13	C=C(C)c1cccc(C(C)(C)NC(=O)N2CCN(c3ncccn3)CC2)c1	-2	2	4	16	0	7	22	-0.8	-1
14	CC(=O)Nc1cccc(NC(=O)c2csc(C)c2)c1	10	-25	-3	7	14	-2	-5	3.7	0
15	O=S(=O)(Nc1ccc2c(c1)OCCO2)c1ccc2oc3ccccc3c2c1	3	-2	26	39	24	28	6	-3.1	-1
16	Cc1nc2ccccc2cc1C(=O)O	-1	1	18	5	3	3	6	1.9	1
17	Cn1cccc1C(C(=O)NC1CCCCC1)N(C(=O)Cc1cccs1)C1CC1 (stereo not given)	-2	-1	12	5	10	-4	1	-0.9	-1
18	COc1ccc(N2C(=O)CC(SCC(=O)O)C2=O)cc1 (stereo not given)	-3	1	-2	3	6	-6	11	-3.0	3
19	Cc1noc(C)c1C(=O)Nc1nnc(CC(C)C)s1	-2	-2	-1	-1	-13	2	11	1.9	0
20	O=c1c(-c2nnc(SCc3ccc(Cl)cc3Cl)o2)cccn1Cc1ccccc1	-2	-10	24	48	12	8	34	-2.4	0
21	O=C(/C=C/NNC(=O)c1ccccc1)c1ccccc1	-4	0	23	24	17	0	29	1.2	-2
22	COC(=O)c1ccc(/C=C(\C#N)C(=O)NC(C)c2ccccc2)cc1 (stereo not given)	10	2	61*	66*	0	30	64*	16	22
23	FC(F)(F)c1ccc(CN2C[C@@H]3C(c4ccccc4)C4(c5cccnc5)CC3(C4)[C@H]2c2ccccc2)cc1 (stereo not given in full)	9	-1	26	46	-2	25	27	0.4	1
24	COc1ccc(CNC(=O)CN(C(=O)Cn2nnc(-c3ccccc3F)n2)c2ccc(C)cc2)cc1	-1	0	-1	0	-6	11	-1	0.3	-5
25	Cc1ccc2c(c1)c1c3n2CCN(C(=O)Cn2c(-c4ccccc4)noc2=O)C3CCC1 (stereo not given)	1	-2	33	33	3	27	32	0.6	0
26	O=C(CN1CCN(c2ccc(F)cc2)CC1)NCc1ccc(Cl)cc1	-4	0	5	11	25	-9	-7	1.2	-3
27	CCNC(=S)Nc1ccc(Cc2nc3ccccc3[nH]2)cc1	-4	4	-21	9	5	2	13	1.5	-3
28	OCCNc1nc(Nc2ccc(Cl)c(Cl)c2)nc2ccccc12	6	15*	26	18	20	81*	4	52*	47*
29	CC(=O)Nc1ccc(S(=O)(=O)NCCC(=O)OCC(=O)c2cccc(Br)c2)cc1	-12	-2	-1	-17	7	18	-1	-0.4	-3
30	O=C(Cc1nnc(NC(=O)Nc2ccccc2)s1)Nc1ccccc1	2	12*	13	5	5	10	8	-0.4	-2
31	COCCCNC(=O)c1cccc(OC)c1OC	-2	-2	-18	-2	1	-10	12	4.9	1
32	COc1cccc(/C=N/n2nnnc2N)c1O	-8	1	-11	-3	3	-1	-4	0.1	2
33	CCCCc1ccc(-n2nnnc2SCC(=O)Nc2cc(OC)c([N+](=O)[O-])cc2C)cc1	-2	2	2	-10	20	7	13	1.6	-2
34	Cc1ccsc1CN(C)CC(=O)NCC(=O)Nc1ccc(F)c(F)c1F	-3	0	8	18	8	13	18	1.8	0
35	O=C(O)CSCCC(=O)Nc1ccc(F)cc1	0	-1	4	-14	5	-1	9	3.6	0
36	NC(=O)c1ccccc1OCC(=O)NC12CC3CC(CC(C3)C1)C2	-9	-1	10	20	12	30	11	-1.0	0
37	Cc1cc2c(=O)oc(-c3ccc(F)cc3)nc2s1	-1	-1	28	4	4	-38	25	0.7	-2
38	O=C(COc1ncnc2ccccc12)c1ccc2c(c1)OCCO2	-1	2	40	48	53*	-88	20	2.2	-4
39	O=C(COC(=O)c1ccccc1O)Nc1ccc(N2CCOCC2)cc1	-3	0	2	15	11	-11	5	0.4	0
40	Cc1nnc(NN)n(N)c1=O	6	-1	13	14	11	11	11	0.6	0
41	COc1cc(O)c(CCO)c2c1C(=O)C[C@@H](C)O2	-1	-1	9	-5	22	-2	3	-2.7	-3
42	CCOC(=O)C1CCN(Cc2cccc(Oc3ccc(Cl)cc3)c2)CC1	-3	1	-37	-33	18	-2	-59	-0.1	-4
43	COc1ccc(Cl)cc1NC(=S)NNC(=O)C1(C)CC1(Cl)Cl (stereo not given)	-5	3	19	-4	22	15	13	-0.1	1
44	COc1ccc(N2CC(C(=O)Nc3nc(-c4ccccc4)c(C(C)=O)s3)CC2=O)c(OC)c1 (stereo not given)	0	-1	15	-15	12	10	5	0.7	-2
45	CCOC(=O)C(C)Oc1cccc2c(=O)n(CC(=O)Nc3cccc(OC)c3)ccc12 (stereo not given)	-3	0	0	10	-4	13	8	-1.5	-2
46	CCN(Cc1ccccc1)c1ccc(N=Nc2nn(C)c(C)c2[N+](=O)[O-])cc1	-7	-12	17	2	34	-4	30	2.7	-2
47	CC(=O)Nc1ccc(S(=O)(=O)N2CCN(c3cc4c(cc3[N+](=O)[O-])n(C)c(=O)n4C)CC2)cc1	-1	0	10	13	-5	26	12	0.4	0
48	COc1cc(NC(=O)CCC(=O)O)nc(OC)n1	-4	0	0	-1	4	15	7	-0.8	0
49	CC1CN(CCc2ccccc2)c2nc3c(c(=O)n(C)c(=O)n3C)n2C1 (stereo not given)	-3	0	7	13	15	-3	15	-0.3	-3
50	CC(C)OCCCNC(=O)CN1CCN(Cc2ccc(Cl)cc2)C1=O	-5	-2	-9	1	13	14	12	0.4	-3
51	Cc1cc(/C=C(/C#N)C(=O)Nc2ccccc2)c(C)n1-c1cccnc1	1	3	1	0	23	-126	-1	2.9	1
52	CCOC(=O)C(/C=C(\C#N)C(=O)OCC)=C(/N)N1CCN(c2c(C)cccc2C)CC1	-5	1	-14	-8	1	16	-14	-2.9	-1
53	Cc1cccc(N(C(=O)c2cnc3n(c2=O)CCS3)C2CCCCC2)c1	4	0	10	30	2	-8	18	0.7	-3
54	Cc1cccc(NC(=O)C(C)Oc2ccccc2C)n1 (stereo not given)	-2	1	14	16	13	-26	13	1.1	-3
55	Cc1ccccc1NC(=S)NC(C)CCc1ccccc1 (stereo not given)	0	-4	21	17	24	23	24	-0.5	-1
56	CCNC(=O)c1c(NC(=O)C2COc3ccccc3O2)sc2c1CCCC2 (stereo not given)	-3	-3	-16	-1	25	49	-3	-1.1	2
57	O=[N+]([O-])c1ccc(C(O)CN=Cc2ccc(O)cc2O)cc1 (stereo not given)	-3	3	17	9	-20	5	13	-0.8	-3
58	CCCN1CCN(C(=O)c2cn(CC(C)C)c(=O)c3cc(OC)c(OC)cc23)CC1	0	0	-25	11	7	-2	5	2.5	0
59	CCOC(=O)COc1coc(CN2CCN(c3cccc(Cl)c3)CC2)cc1=O	-5	2	11	11	9	13	10	-1.8	0
60	COc1cc2c(cc1OC)CN(C1CC(=O)N(c3c(C)cccc3C)C1=O)CC2 (stereo not given)	-5	-10	18	36	-2	-5	39	0.9	-2
61	CCOC(=O)c1c(-c2ccc(Cl)cc2)csc1NC(=O)CNCc1ccco1	0	0	-22	34	5	-7	-8	0.4	-1
62	CN1CCN(Cn2cc(/C=C/C(=O)c3ccccc3)c3ccccc32)CC1	-4	26*	67*	-61	67*	-156	62*	6.2	6
63	COc1cc(OC)cc(N2C(=O)CC(N3CCC(C(=O)N4CCCCC4)CC3)C2=O)c1 (stereo not given)	-2	1	14	21	17	15	26	-0.4	-6
64	O=C(CN(C(=O)c1csnn1)c1ccccc1C(F)(F)F)NCc1ccccc1	-3	0	-11	2	13	-11	6	3.3	6
65	O=C(CNC(=S)N(Cc1ccccc1)Cc1cccnc1)NC1CC1	2	0	0	-2	-4	45	-9	-2.4	-1
66	COCCCN1C(=O)c2ccc(C(=O)N3CCN(c4ccc(OC)cc4)CC3)cc2C1=O	-3	-3	-1	9	12	25	19	2.2	-4
67	O=C(N/N=C1\CCCc2c1[nH]c1ccc(Cl)cc21)c1ccncc1	-2	-12	-46	15	5	20	-37	2.3	1
68	O=C(O)c1cccc(Nc2nc(N3CCOCC3)nc(N3CCOCC3)n2)c1	1	-2	1	17	2	8	7	-0.7	-2
69	Cc1cc(=O)oc(C)c1C(=O)NCCCN1CCN(c2ccccc2F)CC1	-5	-2	9	3	22	16	-1	-1.3	-1
